Screens deposited in PubChem by National Center for Advancing Translational Sciences (NCATS).
HEK293 tox: qHTS of GLP-1 Receptor Inverse Agonists: Cytotox Screen | HEK293 cAMP-luciferase reporter cells, luminescence, 24 h | Potency, µM (series often up to 38.3 µM), without a hit: at the top dose activity change, negative = inhibition, hits mostly inhibitors | 410,000 tested, 0.13% active | AID 624418, 2012;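 also: loss of luciferase light is scored as toxicity; potency is read from the fitted curve at half-maximal effect; % is scaled to controls: 0 for no effect and ±100 for the full control effect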
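MLSMR compounds, 24 hr on cells at 37 deg C/5% CO2; luminescence after luciferase reagent (12 min RT). Inhibition counted as the undesired cytotoxic outcome.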
MmCpn inh: Inhibitors of TCP-1 ring complex (TRiC) of Methanococcus maripaludis (MmCpn): qHTS; Chaperonin Mm-Cpn (Methanococcus maripaludis); Potency, µM (top dose mostly 76.9 µM), for the others: at the top dose activity, negative = inhibition, usual class: inhibitors; 330,000 tested, 0.031% active; purified Mm-Cpn ATPase, ADP Transcreener TR-FRET; AID 504842, 2011; also: potency is read from the fitted curve at half-maximal effect; % is scaled to controls: 0 for no effect and ±100 for the full control effect; nearly all actives have a fitted effect of over 80% in size
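ATP (10 uM final) was added to archaeal chaperonin (25 nM final) after 10 min exposure to test compound at 37°C; after 30 min further incubation, ADP was detected by competitive TR-FRET.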
TDP43 rescue: qHTS of TDP-43 Inhibitors | TDP-43 expressing yeast growth rescue, BacTiter-Glo, 24 h | Potency, µM (titrated, usually from 46.1 µM), for inactives: at the top dose growth rescue (activation), most hits filed as activators | 410,000 tested, 1.8% active | AID 652104, 2013; also: potency is read from the fitted curve at half-maximal effect; % of control where 0% means no effect; nearly all actives have a fitted effect of over 50% in size
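Readout is BacTiter-Glo luminescence of cell growth, so inhibitors register as activators. TDP-43-expressing yeast at OD600=0.02 in galactose medium, after raffinose pregrowth to mid-log, were incubated with compound for 24 hr at 30 deg C.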
PTHR1 agonist: qHTS for PTHR1 Agonists: Primary Screen | HEK293 GP2 PTHR1 cells, GloSensor cAMP luminescence, 1 h | 410,000 tested, 0.075% active | Potency, µM (doses to about 115 µM), inactives show top-dose activation, usual class: activators | Parathyroid hormone/parathyroid hormone-related peptide receptor (Homo sapiens), Q03431; also: potency is read from the fitted curve at half-maximal effect; nearly all actives have a fitted effect of over 55% in size; some results filed as inactive show a strong effect at the top dose; inactives centre near -15; many of its hits are not listed in these tables
Target sequence (Q03431 whole entry, looked up): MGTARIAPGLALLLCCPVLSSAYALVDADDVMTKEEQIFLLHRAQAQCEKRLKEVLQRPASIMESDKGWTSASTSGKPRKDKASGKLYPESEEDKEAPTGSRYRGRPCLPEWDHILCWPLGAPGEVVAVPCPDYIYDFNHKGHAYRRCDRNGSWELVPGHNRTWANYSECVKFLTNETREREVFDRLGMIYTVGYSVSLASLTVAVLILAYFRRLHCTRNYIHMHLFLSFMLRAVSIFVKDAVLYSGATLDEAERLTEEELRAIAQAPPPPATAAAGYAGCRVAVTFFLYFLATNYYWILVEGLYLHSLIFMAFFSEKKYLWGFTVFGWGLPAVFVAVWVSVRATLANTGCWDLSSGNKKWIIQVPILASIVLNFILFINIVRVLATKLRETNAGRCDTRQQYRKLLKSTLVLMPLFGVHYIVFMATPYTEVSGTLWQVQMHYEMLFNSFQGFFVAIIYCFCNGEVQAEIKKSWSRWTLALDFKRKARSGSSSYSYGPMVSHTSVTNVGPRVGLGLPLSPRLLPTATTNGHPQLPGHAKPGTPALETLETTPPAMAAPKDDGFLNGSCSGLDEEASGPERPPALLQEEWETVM
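HEK-293-derived GP2 cells expressing PTHR1 and a GloSensor cAMP reporter, 3,000/well, plated overnight, given luciferin plus IBMX (each 0.5 mM as added) for 1 h at 37 °C, then compound for 1 h at 37 °C. Luminescence was read after 15 min at room temperature.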
aSyn yeast inh: qHTS of alpha-syn Inhibitors; Yeast expressing alpha-synuclein, growth rescue, BacTiter-Glo, 24 h; Potency, µM (titrated, usually from 46.1 µM), for inactives: top-dose growth rescue (activation), most hits filed as activators; 370,000 tested, 0.14% active; AID 652106, 2013; also: potency is read from the fitted curve at half-maximal effect; % of control where 0% means no effect; nearly all actives have a fitted effect of over 65% in size
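Rescue of yeast growth: cells expressing toxic alpha-synuclein, induced in galactose at OD600 0.02, incubated with compound 24 h at 30 C. ATP luminescence quantified growth; inhibitors of toxicity appear as activators.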
Akt phos inh: HTS Assay for Inhibitors of Akt Phophorylation: Primary Screen | Neuro2A IGF-stimulated pAkt S473 HTRF, 20 min; hits give low values | activity change, % for hits at 50 µM | 360,000 tested, 0.32% active; in the data active = activity change below about -80%; inconclusive = mostly about -51% to -80%; also: % is scaled to controls: 0 for no effect and ±100 for the full control effect
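Single-point screen (50 µM final compound) in Neuro2A cells stimulated 20 min with 6 nM IGF at 37 deg C. After lysis, Ser473-phosphorylated Akt read by HTRF (ex 330 nm, em 615/665 nm) as the 665/615 ratio.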
FUS suppressor: qHTS for Suppressors of FUS Proteinopathy: Primary screen using FUS-linked yeast assay | S. cerevisiae FUS-expressing, growth rescue, OD600, 24 h | Potency, µM (doses to about 76.6 µM), without a hit: at the top dose growth rescue (activation), actives largely listed as activators | 390,000 tested, 0.24% active;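 also: potency is read from the fitted curve at half-maximal effect; plate controls were DMSO vehicle for no effect and reference control for full effect; nearly all actives have a fitted effect of over 55% in size; some results filed as inactive show a strong effect at the top dose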
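Read-out: OD at 600 nm after 24hr at 30C, reporting rescue of FUS-induced yeast toxicity. Cells at OD 0.005 in galactose (2%) minimal medium; compounds tested in a dilution series; CP55940 titration from 92uM final as control.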
GLP-1R inv ag: qHTS of GLP-1 Receptor Inverse Agonists (Inhibition Mode) | Glucagon-like peptide 1 receptor (Homo sapiens), P43220 | HEK293 GLP-1R CRE-luciferase, luminescence, 24 h; GLP-1R form is constitutively active | Potency, µM (top dose mostly 38.3 µM), inactives show top-dose activity change, negative = inhibition, most hits filed as inhibitors | 410,000 tested, 1.6% active | AID 624417, 2012; also: potency is read from the fitted curve at half-maximal effect; % is scaled to controls: 0 for no effect and ±100 for the full control effect; nearly all actives have a fitted effect of over 55% in size
Target sequence (P43220 whole entry, looked up): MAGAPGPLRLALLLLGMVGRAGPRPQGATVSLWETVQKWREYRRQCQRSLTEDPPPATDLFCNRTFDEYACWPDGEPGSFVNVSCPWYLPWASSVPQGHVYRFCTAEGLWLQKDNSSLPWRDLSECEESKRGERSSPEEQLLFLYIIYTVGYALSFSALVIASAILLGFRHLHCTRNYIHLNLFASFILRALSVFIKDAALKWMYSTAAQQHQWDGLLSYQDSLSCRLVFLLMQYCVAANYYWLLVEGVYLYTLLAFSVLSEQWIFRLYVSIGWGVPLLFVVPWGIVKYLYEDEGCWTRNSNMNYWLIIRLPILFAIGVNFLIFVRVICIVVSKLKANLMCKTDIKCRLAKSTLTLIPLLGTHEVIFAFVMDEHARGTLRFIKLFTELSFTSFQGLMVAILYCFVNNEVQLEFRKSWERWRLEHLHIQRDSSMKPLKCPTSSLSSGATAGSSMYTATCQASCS
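qHTS in 1536-well format: reporter HEK293 cells expressing constitutive GLP-1R activity in DMEM + 10% Nu serum, 24 hr with compounds at 37 deg C, luminescence read after 12 min with detection reagent.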
Abeta yeast res: qHTS for compounds that reverse cellular toxicity of Amyloid beta (A-beta) peptide in yeast: Primary Screen. 410,000 tested, 0.063% active. Potency, µM (titrated, usually from 46.1 µM), for inactives: at the highest dose growth rescue, usual class: activators. yeast expressing A-beta42, growth rescue, OD600, 48 h; response scale: 0% DMSO, 100% iron-clioquinol control; also: potency is read from the fitted curve at half-maximal effect; nearly all actives have a fitted effect of over 55% in size
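Yeast A-beta toxicity model in growth medium with pinned compounds, 48 h at 30 C; growth read as absorbance at 600 nm. Normalized to FeCl3/clioquinol equimolar mix (positive) and DMSO (negative).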
Active calls of the source: *; i = inactive; ? = inconclusive; . = no result given; & = joins results of further samples; [ ] = dose if it differs, or a comment. Unless noted, calls follow the shape of the dose curve; as a rule, active = well fitted curve in the direction sought with a large enough effect; inconclusive = small, poorly fitted or top-dose-only effect, or another doubt; inactive = no such curve, though single readings can be large; an effect the other way counts as inactive or inconclusive. A portion of the library; the hit share may differ from the screen's.

SMILES | HEK293 tox | MmCpn inh | TDP43 rescue | PTHR1 agonist | aSyn yeast inh | Akt phos inh | FUS suppressor | GLP-1R inv ag | Abeta yeast res
CCC(=O)NC(c1ccc(OC)cc1)c1cc(Cl)c2cccnc2c1O (stereo not given) | ? | 4% | 1% | -28% | 1%&-6% | i | -14% | ? | -7%
CCN(CC(=O)Nc1ccc(NC(C)=O)cc1)C(=O)c1c(-c2c(F)cccc2Cl)noc1C | -3% | 0% | -15% | -17% | 0% | i | . | 10% | 5%
Cc1cccc(C)c1OCC(=O)N(Cc1ccc(Cl)cc1)C1CCS(=O)(=O)C1 (stereo not given) | -33% | 1% | -6% | i | 18% | i | 41% | ? | 19%
Oc1[nH]c2ccc(Br)cc2c1N=Nc1ccc(F)cc1 | 1% | 0% | 10% | i | -5% | i | 5% | ? | -2%
Cc1ccc([N+](=O)[O-])cc1NC(=O)C(C)NS(=O)(=O)c1ccc(F)cc1 (stereo not given) | 3% | -2% | 27% | -2% | 2% | i | -10% | -2% | -4%
COc1ccc(NC(=O)CSc2nc(-c3ccccc3)[nH]c2-c2ccccc2)cc1OC | -26% | . | 9% | -37% | . | . | 7% | ? | -11%
CC1CN(C(=S)Nc2ccc(F)cc2F)CC(C)O1 (stereo not given) | 5% | 1% | 11% | -25% | 0% | i | -2% | -1% | 12%
C/C=C/C(=O)Nc1cccc(C2=NOC3(C2)C[C@@H](C(N)=O)N(C(=O)c2cc([N+](=O)[O-])cc([N+](=O)[O-])c2C)C3)c1 (stereo not given in full) | 1% | 2% | 5% | -22% | 1% | i | 17% | -3% | -7%
CC(NC(=O)C1CCN(C(=O)Nc2ccccc2)CC1)c1ccccc1Cl (stereo not given) | 3% | 2% | 8% | -13% | -8% | i | -14% | -27% | -16%
Cc1nn(-c2ccccc2)c(OC(=O)c2ccc(F)cc2)c1S(=O)(=O)c1ccccc1 | -16% | . | 5% | -11% | . | . | -25% | -8% | 16%
COc1ccccc1N=C1SCC(=O)N1c1ccccc1OC | 10% | 2% | -1% | i | -16% | i | 2% | 6% | -4%
CCOC(=O)CSc1nc(N2CCOCC2)c2c(c1C#N)CC(C)(C)N(C)C2 | 30% | -1% | -12% | ? | -4% | i | . | 5% | 9%
COc1cc2c(cc1OC)[C@@H](NC(=O)Cc1ccc(F)cc1)[C@H](OCc1ccccc1)C2 | 9% | 0% | -3% | ? | -7% | i | ? | -4% | -13%
Cc1ccc(-n2[nH]c(=O)c(-c3ccccn3)c2C)cc1 | ? | -2% | -1% | -35% | 2% | i | 15% | 1µM* | 0%
FC(F)(F)c1cccc(Oc2nc(-c3ccccc3)nnc2C(F)(F)F)c1 | -8% | -1% | ? | -18% | -3% | i | -9% | 2% | 14%
CO[C@H]1CN(C)C(=O)c2cc(NC(=O)C3CCOCC3)ccc2OC[C@H](C)N(Cc2nccs2)C[C@H]1C | -3% | . | 1% | -2% | -5% | i | -2% | 1% | -8%
Cn1cc(Cl)c(C(=O)NNC(=S)Nc2cccc(Cl)c2)n1 | 2% | 1% | -3% | -6% | -2% | i | 5% | 11% | 0%
Cc1cccc(CN2CCC(C(=O)Nc3ccc(-n4nc(C)cc4C)cc3)CC2)n1 | -1% | -1% | 8% | i | 7% | i | . | 20% | 2%
O=C(Nc1ccc2c(c1)OCO2)Nc1ccc(Br)cn1 | 4% | 0% | 6% | i | -5% | . | 31% | 0% | -18%
O=S(=O)(c1cccc(COc2c(Cl)cccc2Cl)c1)N1CCOCC1 | 25% | 2% | ? | -46%[inhibitor] | 0% | i | ? | ? | -11%
COc1cc(CNCCCN2CCOCC2)ccc1OCC(=O)NC(C)(C)C | 2% | 0% | 8%[9.22 µM] | i | 1% | i | -2% | 2% | -9%
CN1CCN(Cn2cc(/C=C/C(=O)c3ccccc3)c3ccccc32)CC1 | 48%[activator] | -2% | ? | -38%[inhibitor] | -9% | i | . | ? | 0%
C/C=C(\C)CN1CCCC(N(C)CCc2ccc(OC)c(OC)c2)C1 (stereo not given) | 7% | 3% | 15% | -25% | -3% | i | -16% | 3% | -8%
O=C1CSC(c2ccccc2[N+](=O)[O-])N1c1ccc(O)cc1 (stereo not given) | 8% | 2% | 12% | i | 5% | i | -24% | 1% | 2%
COc1ccc(OC)c(NC(=O)C2CCCN(S(=O)(=O)c3cccc4nonc34)C2)c1 (stereo not given) | ? | 0% | -15% | 0% | -11% | i | -23% | 10% | -3%

Results in FUS suppressor and TDP43 rescue (six entries from above):
Compound | FUS suppressor | TDP43 rescue
O=C(Nc1ccc2c(c1)OCO2)Nc1ccc(Br)cn1 | 31% | 6%
FC(F)(F)c1cccc(Oc2nc(-c3ccccc3)nnc2C(F)(F)F)c1 | -9% | ?
Cc1ccc(-n2[nH]c(=O)c(-c3ccccn3)c2C)cc1 | 15% | -1%
CO[C@H]1CN(C)C(=O)c2cc(NC(=O)C3CCOCC3)ccc2OC[C@H](C)N(Cc2nccs2)C[C@H]1C | -2% | 1%
COc1ccccc1N=C1SCC(=O)N1c1ccccc1OC | 2% | -1%
Cc1cccc(CN2CCC(C(=O)Nc3ccc(-n4nc(C)cc4C)cc3)CC2)n1 | . | 8%

Whole records as entered above. Values in the order: HEK293 tox, MmCpn inh, TDP43 rescue, PTHR1 agonist, aSyn yeast inh, Akt phos inh, FUS suppressor, GLP-1R inv ag, Abeta yeast res
COc1ccccc1N=C1SCC(=O)N1c1ccccc1OC as listed: 10%, 2%, -1%, i, -16%, i, 2%, 6%, -4%
CCOC(=O)CSc1nc(N2CCOCC2)c2c(c1C#N)CC(C)(C)N(C)C2 as listed: 30%, -1%, -12%, ?, -4%, i, ., 5%, 9%
CN1CCN(Cn2cc(/C=C/C(=O)c3ccccc3)c3ccccc32)CC1 as listed: 48%[activator], -2%, ?, -38%[inhibitor], -9%, i, ., ?, 0%

Next part.
SMILES | HEK293 tox | MmCpn inh | TDP43 rescue | PTHR1 agonist | aSyn yeast inh | Akt phos inh | FUS suppressor | GLP-1R inv ag | Abeta yeast res
O=C(Nc1ccc(Cl)cc1C(=O)NCc1cccnc1)c1ccc(Cl)cc1Cl | -1% | -1% | -4% | i | -3% | i | . | ? | 0%
COc1ccc(CNC(=O)C(OC(C)=O)c2ccccn2)cc1 (stereo not given) | -26% | 1% | 0% | i | 6% | i | ? | 3% | 13%
Clc1ccc(-c2cc3ccccc3nc2N2CCCC2)cc1 | -20% | -7% | -10% | i | -10% | i | 2% | ? | -4%
COc1ccc(NC(=O)CN2CCC3(O)CCCCC3C2c2cc(OC)ccc2OC)cc1 (stereo not given) | -10% | -1% | -9% | 4%[57.5 µM] | 1% | i | 19% | -29% | 14%
O=S(=O)(NCC(c1cccnc1)N1CCN(Cc2ccccc2)CC1)c1ccc(F)cc1 (stereo not given) | 1% | 2% | -9% | 3% | -5% | i | . | -12% | -5%
C[C@H](CO)N1C[C@H](C)[C@@H](CN(C)C(=O)NC2CCCCC2)Oc2ccc(NS(=O)(=O)c3cn(C)cn3)cc2C1=O | -6% | 1% | 6% | i | 1% | i | 10% | -1% | -1%
O=C(CSc1ccsc1[N+](=O)[O-])Nc1cccc(F)c1 | 0% | -8% | 16% | -4% | 5% | i | 13% | 6% | -2%
Cc1cc(/C=C(/C#N)C(=O)Nc2ccccc2)c(C)n1-c1cccnc1 | 0% | -7% | 0% | -19%[57.5 µM] | 2% | i | ? | 22% | 13%
CC(C)c1ccccc1NCC(=O)N1CCN(Cc2ccccc2)CC1 | -12% | 2% | -10% | i | 0% | i | 5% | ? | -8%
CC1CCCC(NC(=O)C2CC(=O)N(Cc3ccccc3)C2)C1C (stereo not given) | 1% | 1% | -4% | i | 1% | i | -1% | 18% | 3%
FC(F)(F)c1ccccc1NC1=NCCC1 | -1% | -2% | 0% | i | 1% | i | -4% | -23% | -7%
O=C(C[n+]1ccccc1)N/N=C/c1ccc(C(=O)O)cc1 | 4% | 2% | 10% | -22% | -1%[1.84 µM] | i | -24% | -1% | -4%
O=C(c1ccccc1)c1ncc(C(F)(F)F)cc1Cl | -23% | 2% | -16% | -12%[57.5 µM] | 1% | i | -8% | 0% | 13%
CCNC(=S)NNC(=O)CC(C)C | 1% | -6% | 6% | -5% | -5% | i | -16% | 8% | -14%
O=C(Nc1nc(-c2ccccc2)cs1)c1cccnc1 | -8% | -25% | 4% | i | 1% | i | 1% | 0% | 20%
COc1cc(C(=O)OCC(=O)Nc2cc(C)on2)c([N+](=O)[O-])cc1OC | -1%[7.66 µM] | 1% | 1%[9.22 µM] | -13% | 0% | i | 9% | 2%[7.66 µM] | -3%
O=C(N/N=C\c1ccc([N+](=O)[O-])s1)C1COc2ccccc2O1 (stereo not given) | -2% | 1% | 3.5µM* | -11% | 7% | i | 2% | 13% | -32%[inhibitor]
